Bioassay records deposited in PubChem by several laboratories.
V-ATPase pHluor: regulators of yeast V-ATPase proton transport; S. cerevisiae, pHLuorin cytosolic pH fluorescence; response, % at 10 µM; 350,000 compounds, 0.37% hits; in the data active = response mostly above about 7.3%, no sharp cut-off; inactive = mostly below about 5.4%; also: actives read high; inactives centre near 0; some compounds called inactive have numbers as strong as hits; reference of the scale not given here
OPRM1-OPRD1 inv: inverse agonists of human mu-delta opioid receptor heterodimerization; P35372+P41143; cell-based MOR-DOR heterodimer luminescence, inverse agonism; inhibition, % at 9.3 µM; 340,000 compounds, 0.21% hits; AID 504357; in the data active = inhibition above about 22%, passing the limit was not always enough;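 also: 0% = cells with DMSO and 100% = wells without cells with DMSO; values of inactives mirror those of a sister screen read the other way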
Keap1-Nrf2 PPI: disrupts human Keap1 binding to Nrf2 peptide. inhibition, % at 9.4 µM. Q14145. 340,000 compounds, 0.15% hits. Keap1 Kelch-Nrf2 peptide fluorescence polarization, 1536-well; in the data active = inhibition above about 12%;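 also: human Keap1 Kelch domain with fluorescein labeled Nrf2 9mer peptide probe; 0% = neutral control wells and 100% = peptide positive control; higher means more block of Keap1 binding to Nrf2 peptide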
Pemphigus Ab inh: blocks pemphigus antibody binding to human desmoglein-3; P32926; binding (percent of control), % at 10 µM; 310,000 compounds, 0.48% hits; DSG3-coupled beads, scFv-anti-DSG3-GFP binding, flow cytometry; hits give low values;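 active = binding more than 3 SD below its plate's average and above zero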;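 also: hits lower antibody fragment binding to DSG3; some compounds called inactive have numbers as strong as hits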
Target sequence (P32926 whole entry, looked up, the tested form may be a part): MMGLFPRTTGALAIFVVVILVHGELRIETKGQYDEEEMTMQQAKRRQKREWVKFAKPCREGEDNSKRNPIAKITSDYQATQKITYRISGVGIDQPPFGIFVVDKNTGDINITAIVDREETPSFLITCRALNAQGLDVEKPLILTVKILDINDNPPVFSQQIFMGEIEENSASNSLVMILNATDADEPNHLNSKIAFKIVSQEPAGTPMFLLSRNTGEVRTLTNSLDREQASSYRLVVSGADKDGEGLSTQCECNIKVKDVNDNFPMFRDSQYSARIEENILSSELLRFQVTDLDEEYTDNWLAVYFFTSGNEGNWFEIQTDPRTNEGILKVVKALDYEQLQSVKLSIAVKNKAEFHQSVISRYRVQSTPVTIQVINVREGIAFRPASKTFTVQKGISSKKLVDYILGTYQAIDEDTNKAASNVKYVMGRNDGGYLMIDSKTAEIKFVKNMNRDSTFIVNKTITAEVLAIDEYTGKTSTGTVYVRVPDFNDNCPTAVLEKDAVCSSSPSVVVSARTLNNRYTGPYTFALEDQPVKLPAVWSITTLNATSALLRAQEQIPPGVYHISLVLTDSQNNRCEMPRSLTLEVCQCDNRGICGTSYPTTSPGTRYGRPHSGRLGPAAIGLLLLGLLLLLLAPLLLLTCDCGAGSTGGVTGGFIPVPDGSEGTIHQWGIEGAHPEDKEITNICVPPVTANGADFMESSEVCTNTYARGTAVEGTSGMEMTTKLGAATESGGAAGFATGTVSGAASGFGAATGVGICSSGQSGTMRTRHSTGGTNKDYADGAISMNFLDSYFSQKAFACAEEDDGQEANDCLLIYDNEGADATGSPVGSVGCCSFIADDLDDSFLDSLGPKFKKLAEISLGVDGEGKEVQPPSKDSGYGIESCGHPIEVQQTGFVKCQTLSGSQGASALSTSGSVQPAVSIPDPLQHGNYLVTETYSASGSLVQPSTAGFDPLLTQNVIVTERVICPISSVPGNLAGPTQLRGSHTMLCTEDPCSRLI
C-LANA FP: KSHV C-LANA DNA binding inhibition; inhibition, % at 9 µM; MBP-C-LANA/FAM-LBS DNA binding, fluorescence polarization; 340,000 compounds, 0.078% hits;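 active = highest replicate inhibition at or above 60% at 9 µM, even if other replicates fall short; inactive = all replicates below 60% inhibition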;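 also: 0% = neutral control wells and 100% = 4 µM acridine orange control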
Cardiac RTF inh: cardiac RTF calcium desensitization; IANBD-labeled cardiac RTF, Ca2+ fluorescence; inhibition, % at 7.15 µM; 340,000 compounds, 0.12% hits; AID 493244;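 active = inhibition above the mean inhibition of all tested compounds plus 3 SD, cut at about 17% in these data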;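 also: assay run at fixed EC70 calcium of 1.6 mM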
MOR-DOR ag: OPRM1-OPRD1 heterodimerization agonism; AID 504326; 340,000 compounds, 0.3% hits; cells, luminescence; P35372+P41143; activation, % at 9.3 µM; in the data active = activation above about 18%;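 also: 0% = vehicle-treated cells and 100% = reference agonist; values of inactives mirror those of a sister screen read the other way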
Wnt act: Wnt/beta-catenin pathway activation; Wnt/beta-catenin reporter cell assay, activator, plate reader; activation, % at 9.35 µM; 300,000 compounds, 1.2% hits; in the data active = activation above about 30%, passing the limit was not always enough;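 also: 0% = neutral control wells and 100% = positive control wells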
Arrestin-AP2 inh: human beta-arrestin and AP2 interaction inhibition; FITC-arrestin peptide / GST-AP2 beads, flow cytometry; AP2 beta2 appendage carries R879A mutation; inhibition, % at 10 µM; 340,000 compounds, 0.31% hits;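 active = inhibition above a set limit, near 3 SD of compounds lacking own fluorescence, cut at about 54% in these data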;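 also: plate controls were DMSO wells for no effect and 5 µM unlabelled arrestin peptide for full effect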
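System: GST-AP2 R879A bound to glutathione beads, E. coli-expressed. Also added: 50 nM FITC-arrestin peptide. Schedule: compound with beads 12 min RT, then probe 1 h RT. Signal: bead flow cytometry, FITC channel. Read-out basis: percent response.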
RTF Ca sens act: increases calcium sensitivity of human cardiac regulated thin filaments; activation, % at 7.2 µM; 340,000 compounds, 0.24% hits; P19429+P45379; IANBD-labeled TnC RTF fluorescence at EC20 calcium; 0% EC20 calcium, 100% full calcium;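 active = activation above the mean over all tested compounds plus 3 SD, cut at about 30% in these data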;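 also: rise in fluorescence read as greater calcium sensitivity of cardiac thin filaments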
The depositor's hits bear a star; x = no result given.

Value order – V-ATPase pHluor | OPRM1-OPRD1 inv | Keap1-Nrf2 PPI | Pemphigus Ab inh | C-LANA FP | Cardiac RTF inh | MOR-DOR ag | Wnt act | Arrestin-AP2 inh | RTF Ca sens act
#1 Cn1cnc([N+](=O)[O-])c1SCC(=O)NN
 : -2 | 10 | 1 | 90 | -0.7 | -1 | -1.8 | 0 | 31 | -3
#2 Cc1cc(C)c(NC(=O)C2c3ccccc3Oc3ccccc32)c(C)c1
 : 3 | 15 | -3 | 102 | -0.7 | -13 | -2.6 | -1 | -11 | -4
#3 CCOC(=O)C(=CNc1cc(C)nn1-c1ccc(C)cc1)C(=O)OCC
 : -4 | -15 | -1 | 103 | 0.9 | -5 | 2.9 | 7 | 6 | 8
#4 O=C(/C=C/c1ccccn1)c1cc(Cl)cc(Cl)c1O
 : -10 | 5 | -6 | 98 | -2.3 | -7 | -1.0 | -14 | 10 | 15
#5 CCOC(=O)C1C(c2cccnc2)NC(=O)NC1(O)C(F)(F)F (centres undefined)
 : 1 | 6 | -3 | 101 | 1.8 | 3 | -1.2 | -2 | 8 | -6
#6 O=C(c1ccncc1)N1CCN(C(=O)c2cccc3ccccc23)CC1
 : 1 | -2 | -1 | 104 | 2.9 | -5 | 0.4 | -3 | 21 | 9
#7 CCC(CC)NC(=O)CC(c1ccccc1)c1ccccc1
 : 3 | 1 | 3 | 100 | 0.3 | -4 | -0.3 | 0 | 10 | 5
#8 Cn1nc(CC(=O)Nc2ccc3c(c2)CCC3)c2ccccc2c1=O
 : -4 | 1 | -7 | 91 | 0.6 | 3 | -0.1 | -7 | 6 | 13
#9 CC(C)OC(=O)C1=C(N)N2C(=O)CSC2=C(C(=O)OC(C)C)C1
 : -2 | 5 | -2 | 92 | -0.5 | -6 | -0.9 | -1 | 15 | 1
#10 Cc1ccc(C)c(C(=O)CN2C(=O)CCC2=O)c1
 : -6 | 4 | -3 | 114 | -6.6 | -8 | -0.9 | x | 21 | -2
#11 C=CCNC(=O)c1ccc2c3n(nc2c1)-c1ccccc1CO3
 : -3 | 17 | -8 | 103 | -2.4 | 7 | -3.1 | 25 | -1 | 1
#12 Cc1ccccc1Sc1ncccc1[N+](=O)[O-]
 : 1 | -2 | 0 | 95 | -2.0 | -1 | 0.5 | -1 | 13 | -1
#13 COc1ccc(C(=O)O/N=C/c2ccc(S(=O)c3ccc(Cl)cc3)nc2)cc1 (centres undefined)
 : -2 | 19 | -1 | 103 | -1.5 | 1 | -4.5 | x | 2 | -1
#14 COCCCNS(=O)(=O)c1ccc2c3c(cccc13)C(=O)S2
 : 0 | 8 | 6 | 103 | 0.1 | -8 | -1.3 | x | -5 | -4
#15 Cn1ncc(Cl)c1C(=O)N/N=C/c1cccc(OC2CSC2)c1
 : 4 | -3 | 6 | 93 | -1.8 | -4 | 0.5 | -5 | -2 | -3
#16 Cc1ccc([N+](=O)[O-])cc1NC(=O)C(C)N1CCCCC1 (centres undefined)
 : -2 | 5 | 1 | 96 | -0.1 | 2 | -0.8 | -1 | 4 | 3
#17 CCS(=O)(=O)N1CCCC(C(=O)NC2CCCC2)C1 (centres undefined)
 : -1 | 12 | -4 | 100 | -2.2 | -8 | -2.2 | x | 5 | -2
#18 Cc1cc(C)c(NS(=O)(=O)c2ccccc2)c(C)c1
 : -1 | 4 | 3 | 94 | 1.2 | 1 | -0.7 | -3 | 45 | -5
#19 COC(=O)c1cccc(NS(C)(=O)=O)c1C
 : -3 | 10 | -4 | x | -0.1 | -5 | -1.9 | x | -2 | 0
#20 O=C1CSC(c2ccccn2)N1c1cccc(Cl)c1 (centres undefined)
 : -1 | -8 | -10 | x | 1.0 | -9 | 1.4 | x | 20 | -1
#21 COc1ccc(-c2cc(-c3nnc(COC(=O)c4ccncc4)o3)c3ccccc3n2)cc1OC
 : 0 | 14 | -7 | x | 0.7 | -14 | -3.1 | 0 | 1 | 1
#22 O=C(c1cc2cc(F)ccc2[nH]1)N1CCC(Cc2ccccc2)CC1
 : 2 | -12 | 0 | 98 | 0.0 | -6 | 2.6 | 3 | -2 | 7
#23 NC(=O)Nc1ccc(Oc2ncc(C(F)(F)F)cc2Cl)cc1
 : -4 | 2 | 0 | 97 | -1.4 | -1 | -0.4 | 0 | 2 | -2
#24 C=CCOc1ccc(CN(C)CC(=O)Nc2ccccc2[N+](=O)[O-])cc1
 : 0 | -16 | 1 | 107 | -1.0 | 2 | 3.1 | -1 | 29 | 5
#25 O=C(NCc1ccncc1)Nc1cccc(Cl)c1
 : -4 | -2 | -2 | 98 | 1.1 | -13 | 0.3 | x | 2 | 3
#26 COc1cccc(NC(=O)NC2CC(=O)N(c3ccc4c(c3)OCCO4)C2)c1 (centres undefined)
 : -3 | 12 | -2 | 107 | -1.0 | -16 | -2.4 | -3 | 32 | 2
#27 COc1cccc(-c2nc3n(n2)C(c2ccccc2Cl)C(C(N)=O)=C(C)N3)c1 (centres undefined)
 : -4 | 11 | 0 | 111 | -1.7 | 6 | -2.2 | 3 | 0 | -4
#28 COc1ccc(CCN=C(N)NS(=O)(=O)c2ccc(OC)cc2)cc1
 : -2 | -4 | -6 | 98 | -1.3 | -4 | 0.8 | x | -3 | 0
#29 CN(C(=O)COC(=O)C1CCN(S(=O)(=O)c2ccc(Cl)cc2)CC1)C1CCS(=O)(=O)C1 (centres undefined)
 : -2 | 4 | -2 | 95 | 0.3 | -3 | -0.8 | -6 | -8 | -3
#30 Cc1cccc(C(C)C)c1NC(=O)c1cc2ccccc2o1
 : -2 | -2 | 7 | 110 | x | -4 | 0.3 | 3 | 1 | 5
#31 CCCCn1c(SCC(=O)Nc2cc(C)on2)nnc1-c1cccnc1
 : -3 | 12 | 0 | 96 | 0.1 | 2 | -2.2 | x | -13 | 1
#32 CC(=O)c1sc(NC(=O)c2ccc(F)c(F)c2)nc1C
 : 9 | -3 | 5 | 95 | -0.7 | -4 | 0.6 | x | 6 | -3
#33 COc1ccc(/C=C2/SC(=S)N(CCCC(=O)Nc3ccc(O)cc3)C2=O)cc1OC
 : 1 | 17 | -2 | x | 1.9 | -2 | -4.1 | -2 | 24 | 2
#34 COc1ccc(C(=O)N2CCCN(C)CC2)c(OC)c1
 : 3 | 7 | -1 | 97 | 1.8 | -12 | -1.5 | -2 | -5 | -1
#35 CC(C)CNS(=O)(=O)c1ccc(S(=O)(=O)N2CCN(C3CCCC3)CC2)cc1
 : -2 | -1 | 4 | 98 | -0.5 | -2 | 0.1 | 1 | 2 | -6
#36 Cc1cc(N2CCCC2)n2nc(C)nc2n1
 : -2 | 12 | 6 | 101 | 0.6 | -4 | -2.4 | -1 | 2 | 0
#37 CCOC(=O)C1CCCN(C2CC(=O)N(c3cccc(C(F)(F)F)c3)C2=O)C1 (centres undefined)
 : -1 | 12 | 3 | 100 | -0.6 | -1 | -2.2 | -2 | -1 | -6
#38 Clc1ccccc1CN1CCSCC1
 : 1 | 8 | -2 | 97 | -0.6 | -8 | -1.7 | 4 | 4 | -4
#39 Fc1ccc(-c2nnc(-c3ccc(Cl)cc3Cl)o2)cc1
 : -5 | 12 | -5 | 116 | -0.6 | -7 | -2.0 | 20 | 3 | 16
#40 CCOC(=O)c1cc(-c2ccccc2)nn1Cc1cc(C)no1
 : -6 | 7 | 2 | 107 | 0.3 | -12 | -1.3 | 12 | -4 | -1
#41 CCC1=Nc2cc(C(=O)NCCN3CCCC3)ccc2Sc2ccccc21
 : -1 | 6 | 1 | 82 | -1.7 | -6 | -1.1 | -2 | -6 | 2
#42 CC(=O)c1c(COC(=O)c2cccc(C)c2)nc2ccccc2[n+]1[O-]
 : -2 | -5 | -4 | x | 1.0 | -6 | 0.9 | 4 | 4 | 1
#43 Cc1cc(NS(=O)(=O)c2ccc(NC(=O)C(C)Oc3ccccc3Cl)cc2)no1 (centres undefined)
 : -1 | 14 | 2 | 97 | -0.9 | 2 | -2.5 | -3 | 22 | -2
#44 CC1CCCC(C)N1S(=O)(=O)c1ccc(NC(=O)c2ccccc2C(=O)N2CCOCC2)cc1 (centres undefined)
 : 0 | -20 | -2 | 102 | -1.1 | -9 | 3.3 | x | -2 | -3
#45 CC(C)CCc1noc(CN2CCC(CCN3CCCC3=O)CC2)n1
 : -1 | 9 | -6 | 104 | 1.5 | -3 | -2.0 | 0 | -10 | 0
#46 COc1ccc(CC(=O)OCC(=O)Nc2ccc3c(c2)OCO3)cc1
 : -2 | -6 | -3 | 115 | 0.6 | -13 | 1.3 | 0 | -3 | 1
#47 Nc1nc(SCC(=O)NCC2CCCO2)n[nH]1 (centres undefined)
 : -1 | 1 | -2 | 89 | -1.4 | -10 | -0.2 | x | 43 | -6
#48 O=C(O)C1Cc2ccccc2CN1S(=O)(=O)c1ccc(Cl)cc1 (centres undefined)
 : 0 | 5 | -4 | 103 | -2.2 | 10 | -1.0 | 8 | 6 | -2
#49 CC/C(C)=C1\SC(N2CCOCC2)=NC1=O
 : -3 | 12 | 0 | x | -1.2 | 0 | -2.8 | x | -3 | 0
#50 Cc1cc(C(=O)CSc2nn3c(=O)c(C(C)(C)C)nnc3s2)c(C)n1C1CC1
 : 0 | 7 | -3 | 100 | 0.3 | -13 | -1.4 | 0 | -13 | 1
#51 CCn1c(-c2ccccc2Cl)nn(CC(=O)Nc2ccccc2OC)c1=S
 : -1 | 7 | -1 | 105 | -0.3 | -12 | -1.2 | x | -2 | -1
#52 Cc1cc(C)cc(OCC(=O)N2Cc3ccccc3CC2C(=O)O)c1 (centres undefined)
 : -2 | -1 | -3 | 97 | 0.7 | -3 | 0.1 | -1 | 2 | 11

At a glance, seven of the compounds above:
Value order – V-ATPase pHluor | OPRM1-OPRD1 inv | Keap1-Nrf2 PPI | Pemphigus Ab inh | C-LANA FP | Cardiac RTF inh | MOR-DOR ag | Wnt act | Arrestin-AP2 inh | RTF Ca sens act
#31 CCCCn1c(SCC(=O)Nc2cc(C)on2)nnc1-c1cccnc1
 : -3 | 12 | 0 | 96 | 0.1 | 2 | -2.2 | x | -13 | 1
#32 CC(=O)c1sc(NC(=O)c2ccc(F)c(F)c2)nc1C
 : 9 | -3 | 5 | 95 | -0.7 | -4 | 0.6 | x | 6 | -3
#33 COc1ccc(/C=C2/SC(=S)N(CCCC(=O)Nc3ccc(O)cc3)C2=O)cc1OC
 : 1 | 17 | -2 | x | 1.9 | -2 | -4.1 | -2 | 24 | 2
#34 COc1ccc(C(=O)N2CCCN(C)CC2)c(OC)c1
 : 3 | 7 | -1 | 97 | 1.8 | -12 | -1.5 | -2 | -5 | -1
#35 CC(C)CNS(=O)(=O)c1ccc(S(=O)(=O)N2CCN(C3CCCC3)CC2)cc1
 : -2 | -1 | 4 | 98 | -0.5 | -2 | 0.1 | 1 | 2 | -6
#36 Cc1cc(N2CCCC2)n2nc(C)nc2n1
 : -2 | 12 | 6 | 101 | 0.6 | -4 | -2.4 | -1 | 2 | 0
#37 CCOC(=O)C1CCCN(C2CC(=O)N(c3cccc(C(F)(F)F)c3)C2=O)C1 (centres undefined)
 : -1 | 12 | 3 | 100 | -0.6 | -1 | -2.2 | -2 | -1 | -6

Compounds were not picked by outcome; about 3.1% have a hit in one of these screens.
